# KDM5B inh = Primary screen for KDM5B Histone Demethylases FDH-coupled qHTS. Lysine-specific demethylase 5B (Homo sapiens), Q9UGL1. KDM5B demethylase, FDH-coupled NADH fluorescence (FDH is formaldehyde dehydrogenase). Potency, µM (doses to about 57.7 µM), without a hit: at the top dose activity change, negative = inhibition, most hits filed as inhibitors. 220,000 compounds, 2.6% hits; active = well fitted inhibition curve with a large enough effect; inconclusive = small, poorly fitted or top-dose-only effect; inactive = no such curve, though single readings can be large or run the other way; also: 0% is about no effect; nearly all actives have a fitted effect of over 70% in size
# Target sequence (Q9UGL1 whole entry, looked up): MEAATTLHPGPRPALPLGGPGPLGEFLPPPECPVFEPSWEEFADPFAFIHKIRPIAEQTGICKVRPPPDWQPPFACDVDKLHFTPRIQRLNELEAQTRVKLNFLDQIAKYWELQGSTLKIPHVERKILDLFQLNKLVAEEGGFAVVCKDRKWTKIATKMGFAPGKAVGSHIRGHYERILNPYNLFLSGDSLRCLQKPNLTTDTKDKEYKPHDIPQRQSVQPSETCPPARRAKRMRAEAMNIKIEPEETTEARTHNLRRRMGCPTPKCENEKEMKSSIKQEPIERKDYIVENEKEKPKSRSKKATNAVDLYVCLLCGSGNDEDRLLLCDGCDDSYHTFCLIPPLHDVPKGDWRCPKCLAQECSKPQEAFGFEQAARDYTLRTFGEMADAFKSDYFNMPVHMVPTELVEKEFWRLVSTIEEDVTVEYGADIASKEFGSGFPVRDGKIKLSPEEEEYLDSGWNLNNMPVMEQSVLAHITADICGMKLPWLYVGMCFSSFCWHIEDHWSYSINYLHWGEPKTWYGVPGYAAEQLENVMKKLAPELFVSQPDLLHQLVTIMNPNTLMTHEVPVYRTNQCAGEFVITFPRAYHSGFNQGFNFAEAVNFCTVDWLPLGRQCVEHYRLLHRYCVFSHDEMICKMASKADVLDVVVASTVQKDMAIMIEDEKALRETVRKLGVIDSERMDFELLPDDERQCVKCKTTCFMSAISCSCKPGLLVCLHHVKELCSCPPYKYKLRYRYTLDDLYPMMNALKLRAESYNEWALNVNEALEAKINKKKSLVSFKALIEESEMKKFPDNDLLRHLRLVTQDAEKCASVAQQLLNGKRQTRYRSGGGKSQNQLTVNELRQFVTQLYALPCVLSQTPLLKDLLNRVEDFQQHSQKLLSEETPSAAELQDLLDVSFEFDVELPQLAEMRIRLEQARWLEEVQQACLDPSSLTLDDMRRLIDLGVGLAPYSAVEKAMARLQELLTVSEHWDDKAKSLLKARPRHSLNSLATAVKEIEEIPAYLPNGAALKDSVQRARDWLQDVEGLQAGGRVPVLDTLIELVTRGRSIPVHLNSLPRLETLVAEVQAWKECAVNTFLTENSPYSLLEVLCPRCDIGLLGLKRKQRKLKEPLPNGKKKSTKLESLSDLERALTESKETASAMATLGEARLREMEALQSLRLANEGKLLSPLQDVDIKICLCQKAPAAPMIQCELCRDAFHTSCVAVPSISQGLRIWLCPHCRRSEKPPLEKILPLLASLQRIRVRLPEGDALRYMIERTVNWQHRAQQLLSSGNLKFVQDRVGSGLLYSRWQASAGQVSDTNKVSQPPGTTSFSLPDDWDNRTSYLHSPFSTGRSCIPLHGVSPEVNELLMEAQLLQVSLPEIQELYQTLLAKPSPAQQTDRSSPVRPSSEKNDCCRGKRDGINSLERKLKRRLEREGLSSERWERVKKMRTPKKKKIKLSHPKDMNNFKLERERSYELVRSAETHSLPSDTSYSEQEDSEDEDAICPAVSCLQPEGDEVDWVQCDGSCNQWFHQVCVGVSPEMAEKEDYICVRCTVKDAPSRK
#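 Inhibition is measured as reduced NADH fluorescence generation from FDH coupling to formaldehyde release. Truncated KDM5BΔAP at 200 nM final acts on H3K4me3 peptide (12.5 µM in substrate mix) in pH 7.5 HEPES buffer with Tween-20, 30 min, room temperature.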
# * = called active by the depositor; i = inactive; ? = inconclusive; [ ] = dose if it differs, or a comment. Potency is read from the fitted curve at half-maximal effect.
SMILES,KDM5B inh
N#CCN(C(=O)c1cccs1)C1CC1,15.4%
COc1cccc([S+](=O)([O-])N2CCC3(C2)C(=O)N(C)c2ccccc23)c1 (stereo not given),16.4%
CN(C)c1ccc(CN2CCC(Oc3ccc(Cl)cc3)(C(=O)O)CC2)cn1,1.7%
COc1cc(OC)cc(N2C(=O)[C@@H]3C[C@@H](NC(=O)c4ccc(SC)cc4OC)CCN3C2=O)c1,-15.4%
CCOC(=O)COc1nc(C)c2c(c1C#N)CCCC2,-14.7%
CN(C(=O)c1cccc(Cl)c1)C1CCCc2ccccc21 (stereo not given),-2.8%[86.2 µM]
COc1ccc(OC)c(NC(=O)C2CCN(C(=O)N3CC4CC(C3)[C@H]3CCCC(=O)N3C4)CC2)c1 (stereo not given in full),?
O=C(N1CCN(S(=O)(=O)c2cccnc2)CC1)N1CC2CC(C1)[C@H]1CCCC(=O)N1C2 (stereo not given in full),5.7%
C/C(=N\NC(=O)c1ccc(C(C)(C)C)cc1)C(C)C,25.4%
Cc1cccc(S(=O)(=O)Nc2nc3ccccc3nc2Nc2ccc3c(c2)OCO3)c1,-8.4%
O=C(CC1CCCC1)N1CCC(N2CC3CC(C2)[C@H]2CCCC(=O)N2C3)CC1 (stereo not given in full),?
NC1CCc2nn(CC(=O)NCc3ccc(F)cc3Cl)c(=O)n2CC1 (stereo not given),-21.2%
Cc1ccc(NC(=O)CN2C(=O)CSc3ccc(S(=O)(=O)N4CCCC4)cc32)cc1F,-29.2%
O=C(NC1CC1)c1ccc(N2CC3CC(C2)[C@H]2CCCC(=O)N2C3)nc1 (stereo not given in full),?
CCOC(=O)C1=C(C)N(c2ccc3c(c2)OCO3)C(=O)NC1c1ccccc1 (stereo not given),-0.8%

# 2 entries from above, as tab-separated lines.
structure	KDM5B inh
O=C(NC1CC1)c1ccc(N2CC3CC(C2)[C@H]2CCCC(=O)N2C3)nc1 (stereo not given in full)	?
CCOC(=O)C1=C(C)N(c2ccc3c(c2)OCO3)C(=O)NC1c1ccccc1 (stereo not given)	-0.8%

# Following part.
SMILES,KDM5B inh
Cc1ccc(CNC(=O)C2CCN(Cc3nc(-c4cccc(Br)c4)oc3C)CC2)cc1,5.6%
C=Cc1c(C)n[nH]c1C,4.5%
COC[C@@H]1CN(C(=O)CCn2cc(C)cn2)C[C@H]1c1nc(C2CC2)no1,-1.5%
O=C(COc1coc(CN2CCCCC2)cc1=O)NCc1ccc(Cl)cc1,4.3%
O=C(NCCCN1CCCC1=O)c1cc2ccccc2o1,27.3%
COCCNC(=O)c1ccc2c(c1)N(C)C(CC(=O)N1CCCOCC1)CO2 (stereo not given),31.6µM*
COc1ccc(C(=O)N(C)Cc2ccc(-c3ccccc3)cc2)cc1,?
COc1cc(C(=O)NCC(c2cccs2)N2CCOCC2)cc(Br)c1OCc1ccccc1 (stereo not given),-24.6%
COCCN1C(=O)c2cccn2CC1CNC(=O)c1cccc(C)c1 (stereo not given),7.5%
COC(=O)C1=C(C)NC(=O)C1(NC(=O)c1ccccc1F)C(F)(F)F (stereo not given),2.2%
COc1ccc(Cn2c(C(=O)O)c(CNCc3cccs3)c3ccc(C)cc32)cc1,-26.3%
Cc1nn2c(c1-c1ccccc1[S+](C)(=O)[O-])N(C(=O)c1ccccc1)CCC2,-11.3%[86.2 µM]
Cn1c(SCc2cccc(F)c2)nc2c([nH]c3ccccc32)c1=O,-29.2%
CC1CCN(C(=O)CSc2nnc(-c3cccnc3)o2)CC1,23.0%
Cn1nc(C(=O)OCC(=O)NC(=O)c2ccc(OC(F)F)cc2)c2ccccc2c1=O,10.4%
CCC(CC)C(=O)N1C[C@@H](CO)[C@H](c2nc(-c3ccncc3)no2)C1,-0.7%
Cc1ccoc1C(=O)N[C@@H]1CN(c2ncccn2)C[C@H]1CO,25.1µM*
COC[C@H]1C[C@@H](NCc2nccn2C)[C@H](O)[C@@H]1O,?
Cc1noc(C)c1Cn1c(=O)c2c(ncn2CCC(C)C)n(Cc2ccccc2)c1=O,?
CCCc1ccc(S(=O)(=O)N2CCN(C3CCN(CCOC)C3=O)CC2)cc1 (stereo not given),28.8%
COc1ccc(C2(C(=O)NCCc3ncc(C)n3CC3CC3)CC2)cc1,11.1%
Cc1cc(C(=O)Nc2ccc(F)cc2C)cs1,19.3%
CC(C)c1nc(NCc2ccccc2Cn2cccn2)c2cnn(C)c2n1,13.8%
Cc1cccc(-c2ocnc2C(=O)Nc2cc(C)ccc2C)c1,-13.8%
Cn1ccc(C(=O)N2CC(CNC(=O)Nc3ccccc3)C3(C2)CN(c2ccccc2)C3)n1 (stereo not given),23.9%
CSc1cccc(NC(=O)C2CCN(C(=O)c3cnn(-c4ccccc4)c3-n3cccc3)CC2)c1,-20.8%
Cc1ccccc1-n1c(SCC(=O)NCC2CCCO2)nc2c([nH]c3ccccc32)c1=O (stereo not given),-27.1%
COc1cc2[nH]c(=O)n(CCCC(=O)N3CCN(c4cccc(C(F)(F)F)c4)CC3)c(=O)c2cc1OC,-16.2%
COc1cc(NC(=O)C2=CC(c3ccc(F)cc3)=NS(=O)(=O)N2C)cc(OC)c1OC,-9.0%
CC[C@H](C)[C@H](N)C(=O)N1CCC2(CC1)Nc1ccccc1NC2=O,-26.4%

# Two entries from above, with tabs:
molecule	KDM5B inh
CCC(CC)C(=O)N1C[C@@H](CO)[C@H](c2nc(-c3ccncc3)no2)C1	-0.7%
Cc1ccoc1C(=O)N[C@@H]1CN(c2ncccn2)C[C@H]1CO	25.1µM*

# Additional compounds follow.
SMILES,KDM5B inh
Cc1ccccc1CN1CCC(N2CCCCCC2)CC1,?
O=C(c1cc(C2CC2)nn1-c1ccccc1)N1CCN(Cc2ccccc2F)CC1,4.1%
COCCNC(=O)CSc1c2c(nc3cc(Cl)ccc13)CCCC2,-8.2%
CN(Cc1nc(-c2ccccc2Cl)no1)C(=O)COc1ccc2ccccc2c1Br,1.2%
COc1cccc(/C=C(\C#N)c2nc3ccccc3c(=O)[nH]2)c1OC,10.2%
COc1ccc(CCNC(=O)Cc2c(C)c3c(OC)cc(OC)cc3oc2=O)cc1,?
COc1ccc(/C=N/NC(=O)CC#N)cc1Oc1nc(Cl)ncc1F,-10.9%
CCOCCCNC(=O)/C=C/c1ccc(OC)cc1,13.1%
Cc1nnc(SCC(=O)Nc2sccc2C(N)=O)s1,23.6%
Cc1ccc(NCc2cccn2-c2nnc(N3CCC(C(=O)NCc4ccc(OC(C)C)cc4)CC3)s2)cc1,?
C[S+](=O)([O-])N1CCC2(CC1)C(=O)NN=C2c1ccccn1,-20.3%[86.2 µM]
Cc1cccc(-c2noc(-c3nc(C)no3)n2)c1,-8.8%
CSc1ccc(/C=C(\C#N)C(N)=O)cc1,-23.6%
COc1ccccc1NC(=O)C1=C(C)Nc2nc(SCC(=O)c3ccc(C)cc3)nn2C1c1ccc(F)cc1 (stereo not given),8.5%
O=C(c1ccsc1)N1CCN(C(=O)N2CC3CC(C2)[C@H]2CCCC(=O)N2C3)CC1 (stereo not given in full),6.8%

# 3 consecutive records from above, for reference:
SMILES,KDM5B inh
N#CCN(C(=O)c1cccs1)C1CC1,15.4%
COc1cccc([S+](=O)([O-])N2CCC3(C2)C(=O)N(C)c2ccccc23)c1 (stereo not given),16.4%
CN(C)c1ccc(CN2CCC(Oc3ccc(Cl)cc3)(C(=O)O)CC2)cn1,1.7%

# New compounds follow.
SMILES,KDM5B inh
COc1cc(NC(=O)CN2C(=O)NC3(CCC(C)CC3)C2=O)cc(OC)c1 (stereo not given),-28.5%
COCCNC(=O)c1nc(-c2ccc(Cl)cc2)c2ccccn12,35.5µM*
Cc1nc(-c2ccc(S(=O)(=O)Nc3ccc(C#N)cc3)cc2)co1,?
COCCOC(=O)N1CCC(COc2ccc3c(cnn3CCC(=O)O)c2)CC1,-21.3%[86.2 µM]
CCC(C)NC(=O)c1ccc(CNC(=O)NC(C)C)cc1 (stereo not given),-2.4%
O=C(NCCc1cccs1)C1CCN(C(=O)c2ncn3c2COC(c2ccc(F)cc2)C3)CC1 (stereo not given),-3.2%
CC1=NS(=O)(=O)N(Cc2ccccc2C(F)(F)F)C=C1C(=O)O,25.3%
CCSc1nn(C(C)C)c2nc3c(c(=O)n12)C(C)(CC)Cc1ccccc1-3 (stereo not given),-14.3%
COc1ccc(N2CC(NC(=O)C3CCCCC3)CC2=O)cc1OC (stereo not given),8.2%
CN(C)c1ccc(C(=O)N2CCN(C(=O)c3nnn4c3COC(c3ccc(Cl)cc3)C4)CC2)cc1 (stereo not given),-6.8%
CC1CCCCN1CC(=O)N(C)CC(=O)Nc1ccc(Cl)c(C(F)(F)F)c1 (stereo not given),-8.8%
COCc1ncc(C)n1CCNC(=O)c1ccc(OC)nc1OC,11.8%
Cc1ccc(Sc2c(C)nn(C(C)(C)C)c2OC(=O)CC(C)C)cc1,?
Cc1nn2c(=O)cc(COC(=O)c3ccc(NC(=O)COc4ccccc4F)cc3)nc2s1,?
COc1ccccc1-c1cc2nc(C)c(CCC(=O)NCc3cccc(Cl)c3)c(C)n2n1,i
Cc1cccn2cc(CCNC(=O)c3cccs3)nc12,17.6%
O=c1onc(-c2ccccc2)n1-c1cc(Cl)cc(Cl)c1,9.8%
CC(C)(C)NC(=O)CC1(C(=O)NCc2ccc(F)cc2)CCCC1,13.1%
NC(=O)c1ccsc1NC(=O)COC(=O)c1cc(Cl)ccc1Cl,16.3%
CCNC(=O)NCC12CCCC=C1NC(=O)CC2 (stereo not given),?
COc1nc(C(=O)N2CCN(CC(F)(F)F)CC2)cc2ccccc12,11.7%
Cc1ccc(NC(=O)Cn2ncc3ccccc32)c(Cl)c1,2.5%
CCc1nc(-c2ccc(OC3CCN(Cc4cccc(F)c4)C3)cc2)no1 (stereo not given),-6.0%
CCOc1ccc(-c2nonc2NC(=O)c2ccco2)cc1,-17.6%
O=C(Cn1cnc(S(=O)(=O)N2CCCC2)c1)Nc1ccccc1,-17.9%
O=C(CSc1nnc2c3c4c(sc3ncn12)CCCC4)Nc1ccc(Br)cc1,5.1%
CN(CCNC(=O)c1nn(C)c2c1COc1ccccc1-2)C1CCCCC1,?
O=C(C1CCN(S(=O)(=O)c2cccc3nonc23)CC1)N1CCN(c2cccc(Cl)c2)CC1,-14.1%
COc1cc(C#N)ccc1OCc1ccc(Br)cc1F,7.6%
O=C(OCc1ncc(-c2ccccc2)o1)c1cncc(Br)c1,?
CC(C)NC(=O)CN(C)Cc1cccc2cccnc12,0.0%
O=C(NCCN1CCCCC1)c1ccc(Oc2cc(Cl)cc(Cl)c2)o1,14.1%
CCOc1ccc(C(=O)c2oc3ccccc3c2NC(=O)c2cc(-c3ccccc3)on2)cc1,-18.5%
Nc1ccc(OCC(F)F)c(Cl)c1,-3.6%
COC(=O)C1=CN(CC(=O)Nc2cccc(F)c2)S(=O)(=O)N=C1C,18.9%
O=C(/C=C/c1cccc(C(F)(F)F)c1)Nc1ccc(F)c(F)c1F,16.4%
CCc1ccc(-c2nc3c(c(SCc4ccccc4F)n2)Cc2c(CO)cnc(C)c2O3)cc1,13.0%
CC(=O)c1cccc(C(=O)N2CCC3(CC2)NC(=O)N(Cc2cccc(Cl)c2)C3=O)c1,14.3%
CC(C)NC(=O)C[C@@H]1C[C@H]2O[C@H](CNC3CCNCC3)[C@@H](O)[C@H]2O1,?
CN(C)c1ccc(NS(=O)(=O)c2ccc(-c3csnn3)cc2)cc1,22.6%
CCc1ccc(-c2nc3cc(NC(=O)c4cccnc4)ccc3o2)cc1,?
O=C(O)C1CCN(C(=O)c2cc(-c3ccccc3)nc3ccccc23)CC1,8.5%
COc1ccc(OCCN(C)Cc2c(O)ccc3ccccc23)cc1,?
COCCCN(C(=O)Cc1ccc(S(=O)(=O)N2CCOCC2)s1)c1c(N)n(Cc2ccccc2)c(=O)[nH]c1=O,-15.3%
Cc1ccc(Cl)cc1N1CCN(C(=O)c2ccc(CS(=O)(=O)c3ccc(Br)cc3)o2)CC1,-32.2%
COc1ccc(NC(=O)c2nc3ccccc3nc2N2CCN(C)CC2)cc1Cl,-2.2%
Cc1ccc2[nH]c(C(=O)N(Cc3ccc(C)o3)C3CC3)cc2c1,14.2%
O=C(Nc1ccc(Br)cc1)c1ccc(Br)c(S(=O)(=O)N2CCCCC2)c1,-7.4%
CCOc1ccccc1CNC(=O)Nc1cn(CC(C)C)c(=O)c2ccccc12,?
COc1ccc(NC(=O)CN(C)S(=O)(=O)c2ccc3c(c2)CCCN3C(C)=O)cc1,-29.8%
O=C(N/C(=C/c1ccc(F)cc1)C(=O)N1CCOCC1)c1ccccc1,-2.5%
N#C/C(=C/c1ccsc1)c1ccc2ccccc2n1,-19.3%
O=C(Nc1ccccc1C(=O)NCc1ccccc1)c1ccccn1,-20.3%
COc1cc(C(=O)OCC(=O)c2ccc(S(=O)(=O)N3CCCCC3)cc2)cc(OC)c1OC,-6.2%
COCc1cn(C[C@H]2C[C@@H](NCc3nccs3)[C@H](O)[C@@H]2O)nn1,-31.2%
CCOc1ccc(/C=C/c2nc(C#N)c(N3CCN(Cc4ccccc4)CC3)o2)cc1,-62.0%
CS(=O)(=O)c1cccc(C(=O)OCc2ccc(F)cc2)c1,5.3%
CCc1nc2c(c(-c3ccc(Cl)cc3)n1)CN(Cc1ccccc1)CC2,?
O=C(c1cc(F)ccc1Cl)N1CCN(C(=O)c2nnn3c2COC(c2ccccc2)C3)CC1 (stereo not given),18.5%
CC(=O)N1CCC([C@@H]2CN(Cc3cccc(F)c3F)C[C@H]2CO)CC1,-9.6%
CN(C)c1ccc(C(=O)N/N=C/c2cc(Br)cc(Br)c2O)cc1,?
CN(C)[C@H]1CCCCN(C(=O)c2ccc(CSc3ccccn3)cc2)C1,-15.2%
Cc1ccc(CCNC(=O)c2ccc3nc(N4CCC(C)CC4)sc3c2)cc1,-3.4%

# Bioassay records as filed in PubChem BioAssay.

# This is a subset; rates above refer to the full screens.
